# TRHR enhancer = allosteric enhancers of human TRH receptor; P34981; TRHR cells, fluo-8 calcium fluorescence, EC20 TRH enhancement; enhancement, % at 2 µM; 360,000 compounds, 0.66% hits; AID 493056; in the data active means enhancement above about 30%; further: 0% is about no effect
#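 TRHR-expressing cells loaded with fluo-8 calcium dye were read kinetically (ex 480/em 530) during compound addition, then stimulated with an EC20 of TRH (10 nM final). Enhancement of the Gq-mediated intracellular calcium response was scored.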
# D2 PAM = positively modulates the human D2 dopamine receptor allosterically | P14416 | HEK293 T-REx D2, calcium flux, EC20 dopamine potentiation | potentiation, % at 10 µM | 340,000 compounds, 0.34% hits | AID 485347;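 active means potentiation over 3 SD above the plate norm, cut at about 30% in these data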; further: 0% is about no effect
# Target sequence (P14416 whole entry, looked up): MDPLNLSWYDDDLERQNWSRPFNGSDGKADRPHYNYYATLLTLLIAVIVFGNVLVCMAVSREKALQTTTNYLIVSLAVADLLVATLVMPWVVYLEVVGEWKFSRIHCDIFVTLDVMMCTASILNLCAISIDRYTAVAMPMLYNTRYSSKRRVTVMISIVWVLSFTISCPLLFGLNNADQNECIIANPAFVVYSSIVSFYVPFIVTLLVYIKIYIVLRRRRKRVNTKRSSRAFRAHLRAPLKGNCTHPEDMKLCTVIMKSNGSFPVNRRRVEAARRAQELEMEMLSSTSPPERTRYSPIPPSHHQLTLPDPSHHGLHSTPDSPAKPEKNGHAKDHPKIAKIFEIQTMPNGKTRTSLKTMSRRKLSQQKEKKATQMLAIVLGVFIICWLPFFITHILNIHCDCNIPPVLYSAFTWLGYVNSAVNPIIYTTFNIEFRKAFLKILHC
#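 Potentiation of an EC20 dopamine calcium response measured kinetically over 180 s, after a preceding 180 s compound-only read flagging agonists. Cells: inducible Hek293 Trex D2 line, 4000/well, cultured overnight at 30 C before dye loading.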
# RXFP1 antagonist = RXFP1 (human) relaxin receptor antagonism; Q9HBX9; HEK293-RXFP1, relaxin-stimulated cAMP HTRF, 30 min; stronger effect = lower value; activity change, negative = inhibition, % at 57.5 µM; 350,000 compounds, 0.59% hits; AID 1259400;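 active means activity change of -60% or lower, but not beyond a set lower limit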; further: on the % scale 0 is the no-effect control and ±100 the full control effect
# D1 antag = antagonists of human D1 dopamine receptor. P21728. HEK293 TREx D1 cells, calcium flux, dopamine EC80; stronger effect = lower value. activity change, negative = inhibition, % at 10 µM. 360,000 compounds, 3.2% hits. AID 504652; in the data active means activity change below about -30%; further: on the % scale 0 is the no-effect control and ±100 the full control effect
# Target sequence (P21728 whole entry, looked up): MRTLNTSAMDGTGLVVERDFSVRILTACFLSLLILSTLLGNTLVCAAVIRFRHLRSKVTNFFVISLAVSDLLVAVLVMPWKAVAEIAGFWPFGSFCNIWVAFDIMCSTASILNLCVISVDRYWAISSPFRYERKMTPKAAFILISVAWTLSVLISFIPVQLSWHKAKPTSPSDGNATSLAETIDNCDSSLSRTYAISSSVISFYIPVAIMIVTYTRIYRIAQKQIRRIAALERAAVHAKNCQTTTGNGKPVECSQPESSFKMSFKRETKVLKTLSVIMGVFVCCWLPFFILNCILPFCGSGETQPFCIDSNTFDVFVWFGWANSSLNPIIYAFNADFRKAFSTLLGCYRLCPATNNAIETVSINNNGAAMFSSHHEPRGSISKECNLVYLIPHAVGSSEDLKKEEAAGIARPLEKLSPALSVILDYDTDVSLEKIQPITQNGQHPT
#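 Cells carrying a force-coupled, tetracycline-inducible human D1 receptor report calcium flux. Each well gets a 10 s baseline, compound with 180 s monitoring, then an EC80 dopamine stimulus with a second 180 s kinetic read.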
# D2 antag = antagonizes the human D2 dopamine receptor; P14416; HEK293 TREx D2 cells, calcium flux, dopamine EC80; inhibition, % at 10 µM; 340,000 compounds, 2% hits; AID 485344; in the data active means inhibition above about 30%; further: 0% is about no effect
#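 Read-out: kinetic calcium fluorescence (1 cycle/s) in inducible HEK293 T-REx D2 cells after an EC80 dopamine addition that followed 180 s compound preincubation. Loss of the dopamine response indicates antagonism.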
# D1 potentiator = enhances dopamine response at the human D1 receptor; P21728; 360,000 compounds, 0.036% hits; HEK293 TREx D1 cells, calcium flux, dopamine EC20 potentiation; AID 504651; potentiation, % at 10 µM; in the data active means potentiation above about 30%; further: 0% is about no effect
# TRHR agonist = agonists of human TRH receptor; TRHR cells, calcium flux fluo-8, FDSS agonist mode; AID 493084; 360,000 compounds, 0.18% hits; P34981; activation, % at 2 µM; further: 0% is about no effect
#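 Steps: seed TRHR cells overnight; add fluo-8 no-wash Ca dye, RT 30 min–1.5 h; record 10 s baseline; pin-transfer compounds; monitor fluorescence 1 cycle/s for the agonist window. Calcium increases flag candidate agonists.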
# D1 ag = human D1 receptor agonism. P21728. AID 504660. HEK293 T-REx D1 cells, calcium flux, agonist mode. 360,000 compounds, 1% hits. activation, % at 2 µM; further: 0% is about no effect
#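 Tetracycline-induced HEK293 TREx D1 cells, force-coupled to calcium signalling, were dye-loaded with a no-wash calcium kit. Compound was pin-added after a 10 s baseline. Fluorescence was read kinetically at 1 cycle/s for 180 s, with calcium rises flagged as agonism.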
# D2 agonist = agonists of human D2 dopamine receptor | HEK293 T-REx D2 cells, calcium flux agonist mode | 340,000 compounds, 0.53% hits | activation, % at 2 µM | P14416 | AID 485358;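 active means activation over 3 SD above normal in the single-dose calcium agonist read, cut at about 30% in these data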; further: 0% is about no effect
#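 HEK293 Trex D2 cells, tetracycline-induced, o/n 30 C 5% CO2; no-wash Ca dye, RT 30–90 min; 10-cycle baseline, 23 nl cpd added, kinetic Ca read 180 s; agonist hits = positive Ca response.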
# * = called active by the depositor; nt = no result given; & = joins results of further samples. Unless noted, no stated cut-off is given here; in the data, active means activation above about 30%; inactive means the rest.
SMILES,TRHR enhancer,D2 PAM,RXFP1 antagonist,D1 antag,D2 antag,D1 potentiator,TRHR agonist,D1 ag,D2 agonist
CCCCN(CC)C(=O)Nc1ccc2c(c1)N(C)C(=O)c1ccccc1S2,0,nt,-20,-3,nt,-5,-0.3,2,nt
CSc1nnc2n(Cc3ccccc3)c(=O)c3c4c(sc3n12)COC(C(C)C)C4 (configuration not stated),2,-3,nt,nt,4,-1,-0.3,1,-0.1
Cc1c(C(=O)O)cccc1-n1c(C)cc(C=O)c1C,-1,-4,-1,-3,18,-3,1.9,2,2.1
O=C1C2=C(C(=O)c3ccccc31)C1O[C@](CCCCN3C(=O)c4ccccc4C3=O)(Cc3c1ccc1ccccc31)O2,-1,nt,nt,-7,nt,-2,0.8,4,nt
CCOc1ccc(OCC)c(NS(=O)(=O)c2c(C(=O)N3CCC(C)CC3)c(C)n(C)c2C)c1,-9,0,-7,-9,nt,1,-0.9,1,8.5
C/C(CC(=O)NC(C)C)=N\NC(=O)COc1cc(C)c(Br)cc1Br,6,-2,-6,-5,11,0,-2.6,10,-0.7
CC[n+]1c(-c2ccccc2)csc1Nc1c(C)n(C)n(-c2ccccc2)c1=O,1,-21,-8,10,-6,-4,-0.3,-1,50*
O=C(Nc1ccc2ncccc2c1)Nc1ccc2ncccc2c1,14,11,-3,-36*,3,-7,0.5,1,0.2
O=C(NCc1ccc2c(c1)OCO2)NC1CCCCC1,-4,-13,-4,1,-3,-5,-0.1,1,0.4
Cc1ccc(S(=O)(=O)N2CCN(C(=O)COc3ccc(NC(=O)c4ccco4)cc3)CC2)cc1,11,8,-13,-4,-6,-2,-1.2,-1,-0.7
CN(Cc1ccccc1NC(=O)c1ccc(S(=O)(=O)N(C)C)cc1)C1CCCCC1,-12,7,nt,-4,7,-4,-0.3,2,1.6
Cc1cc(=O)[nH]c(NCc2ccc(Cl)cc2)n1,-18,-3,1,12,-10,-1,0.0,10,-3.0

# Record cards, as listed above. Order of screens: TRHR enhancer | D2 PAM | RXFP1 antagonist | D1 antag | D2 antag | D1 potentiator | TRHR agonist | D1 ag | D2 agonist
# `O=C1C2=C(C(=O)c3ccccc31)C1O[C@](CCCCN3C(=O)c4ccccc4C3=O)(Cc3c1ccc1ccccc31)O2` as listed: -1 | nt | nt | -7 | nt | -2 | 0.8 | 4 | nt
# `CSc1nnc2n(Cc3ccccc3)c(=O)c3c4c(sc3n12)COC(C(C)C)C4` (configuration not stated) as listed: 2 | -3 | nt | nt | 4 | -1 | -0.3 | 1 | -0.1
# `O=C(NCc1ccc2c(c1)OCO2)NC1CCCCC1` as listed: -4 | -13 | -4 | 1 | -3 | -5 | -0.1 | 1 | 0.4
# `Cc1c(C(=O)O)cccc1-n1c(C)cc(C=O)c1C` as listed: -1 | -4 | -1 | -3 | 18 | -3 | 1.9 | 2 | 2.1

# The list continues.
SMILES,TRHR enhancer,D2 PAM,RXFP1 antagonist,D1 antag,D2 antag,D1 potentiator,TRHR agonist,D1 ag,D2 agonist
c1ccc2c(Cn3ccnc3)cccc2c1,1,11,-9,6,3,0,-0.1,0,0.3
Cc1cc2n(n1)C(c1ccc3c(c1)OCO3)Nc1c(C)cccc1-2 (configuration not stated),13,-1,-6,-2,-15,-6,-2.3,0,0.2
Cc1ccc(C)c(S(=O)(=O)NCc2ccc(C(=O)NCc3ccco3)cc2)c1,1,20,-1,-3,15,4,-0.1,-2,1.0
COc1cccc2sc(N(Cc3cccnc3)C(=O)c3ccco3)nc12,-3,-7,4,nt,nt,-3,-0.2,-2,2.2
O=C(NCc1ccccc1)c1ccc(N2CCC3(CC2)CC(c2ccccc2)=NO3)c([N+](=O)[O-])c1,3,-1,nt,-24,-16,-8,0.2,3,0.2
CCCCNc1nnc(SCC(=O)c2c(N)n(CCC)c(=O)[nH]c2=O)s1,3,11,11,-13,4,-3,0.5,1,-0.2
O=C(Cc1ccc(Cl)cc1)NCC(=O)N1CCCCC1,3,-2,8,-5,-7,4,-0.1,4,0.0
COc1ccccc1CNC(=O)C1CCN(S(=O)(=O)c2ccc3c(c2)CCCN3C(C)=O)CC1,-2,-4,-12,-17,nt,-5,-0.1,0,0.1
Fc1ccc(-c2nnc(Cc3nnc(-c4ccc(F)cc4)o3)o2)cc1,7,11,30,-8,-7,-7,0.1,3,0.7
O=C(CCCOc1ccccc1)OCn1nnc2ccccc2c1=O,-1,-1,1,-6,1,2,-0.1,0,0.5
COC(CNC(=O)c1ccc2c(c1)ncn2C1CCCCCC1)OC,-4,-3,-2,7,-5,-8,0.2,2,1.3
COc1ccc(-c2cccc(NC(=O)COc3ccc(Cl)cc3)c2)nn1,-3,-11,-13,-5,-4,-6,0.5,-1,-0.3
C=CCOc1ccc(Br)cc1CNC(C)(C)CO,0,4,-9,-42*,5,-5,-0.3,3,0.5
COc1cccc(Cn2c(-c3cccs3)noc2=O)c1,-4,2,0,-5,7,1,-0.3,0,0.4
Cc1[nH]c2ccccc2c1SCC(=O)N1CCC(C)CC1,0,5,2,-49*,3,-3,-0.6,0,-0.8
COC(=O)CNc1nc(-c2ccncc2)nc2ccccc12,4,3,0,-7,-3,-7,-0.5,5,-0.4
COc1ccc(CNC(=O)CCCC(=O)n2nc(C)c3ccccc32)cc1,-7,nt,6,1,nt,-2,0.2,-2,nt
COc1ccc(N=Nc2ccc(N)nc2N)cc1,1,-5,-19,-9,-2,-3,-0.5,1,0.9
Cc1ccccc1-c1noc(-c2ccc(O)cc2)n1,5,-9,-13,-41*,46*,4,-0.7,68*,-0.5
Cc1cc(C)c(C)c(OCCCCn2cnc3ccccc3c2=O)c1,3,-4,-22,0,13,-1,-0.4,5,-0.7
COc1ccc(C(=O)OCCNC(=O)c2ccncc2)cc1OC,8,-6,nt,2,-1,-2,0.3,2,0.1
O=C(Nc1cccc(Cl)c1)NC1CCN(C2CCCCC2)C1 (configuration not stated),8,-22,3,-12,85*,13,1.4,16,-1.1
C=CCN1C(=O)/C(=c2\sc3nc(=O)c(Cc4ccc(OC)c(OC)c4)nn3c2=O)c2ccccc21,2,9,-38,8,-19,2,-1.8,1,-1.9
C[C@@H](Nc1nc(-c2ccccc2)nc2c1oc1ccccc12)C(=O)O,-1,-3,-19,-5,-5,-5,0.0,2,0.2
Cc1ccccc1CN1CCc2nc(N3CCN(c4ncccn4)CC3)ncc2C1,-8,-25,-20,8,nt,6,-1.3,6,nt
CN(C)Cc1c(O)ccc2oc(Cc3ccccc3)cc12,-13,4,-12,7,-23,0,-0.3,0,-0.2
COc1ccccc1OC(C)C(=O)N1CCc2ccccc21 (configuration not stated),-10,8,5,-8,14,-5,-0.2,6,-0.3
CCn1c(=O)c2cc(C(=O)NCCCOC)sc2c2ccccc21,5&-1,-3&-7,3,-15&6,-16,-2&-2,-0.4&-0.2,0&0,-0.9&0.9
COc1ccc(CCc2nnc(CCC(=O)NCc3ccc4ncccc4c3)o2)cc1,3,5,-4,-17,2,-4,0.2,2,0.0
O=C(CCCCCl)Nc1c2c(nc3ccccc13)CCC2,-4,-15,-5,20,-21,0,0.5,1,0.1
CCOc1ccc(CCNC(=O)c2ccc3[nH]c(C)c(C)c3c2)cc1,-4,-7,-14,-14,nt,-5,-0.6,3,-0.2
Cc1ccc(NC(=O)Cn2nc(-c3ccccc3)nc2-c2ccccc2)c(C)c1,8,-10,11,8,-1,-4,0.1,4,0.0
Cc1ccc(C(=O)c2cn(Cc3cc(C)ccc3C)c3nc(C)ccc3c2=O)cc1,16,6,nt,6,nt,2,-0.2,9,1.0
CC(=O)Nc1ccc(NC(=O)C2CCCN(C(=O)c3ccc(Cl)cc3)C2)cc1 (configuration not stated),7,-1,-3,6,-5,-3,0.4,1,2.1
O=C(O)CNC(=O)c1ccc2c(c1)OCCO2,1,-13,-7,6,8,-2,0.2,3,-0.2
Cc1cccc(C)c1NC(=O)Nc1ccc(S(N)(=O)=O)cc1,-2,-5,10,-2,16,-4,1.4,1,1.2
O=C1OCCC1Sc1nnnn1-c1ccc(Cl)cc1 (configuration not stated),5,0,-29,-3,0,2,0.0,0,1.0
CC(c1ccccc1)n1c(SCC(=O)N2CC(=O)Nc3ccccc32)nc2ccccc2c1=O (configuration not stated),1,16,-4,1,4,-4,0.5,4,0.2
COC(=O)CN1C(=O)N(c2ccccc2)C(N(O)C(=O)Nc2ccccc2)C1(C)C (configuration not stated),-3,3,16,14,-5,-3,0.2,3,-0.1
O=C1CC(c2ccccc2)NC(=O)N1 (configuration not stated),4,2,1,5,5,-6,-1.1,-1,-1.1
CC(C)(C)S(=O)(=O)Cc1nc(-c2ccc(Cl)c(Cl)c2)cs1,-3,12,-30,-13,2,-4,0.6,9,0.4
Brc1cccc(-c2nnc(-c3ccccc3)o2)c1,-4,-5,-5,-29,6,-3,-0.5,3,0.2
CCCCCCc1c(C)c2ccc(OCC(=O)N3CCC[C@H]3C(=O)O)c(C)c2oc1=O,-1,-2,nt,-6,7,-1,0.6,2,0.4
CNc1ccc(Br)cc(C(=O)/C=C/c2ccc(OC)cc2)c1=O,-1,8,-3,-16,-11,-8,1.4,9,1.5
CSc1nnc(C)c(=O)n1COC(=O)c1ccc([N+](=O)[O-])cc1,-6,-5,5,-11,-4,-1,0.5,1,0.3
Cc1c(NS(=O)(=O)c2ccc(N3CCN(C)CC3)c([N+](=O)[O-])c2)c(=O)n(-c2ccccc2)n1C,4,3,-4,12,16,0,-0.3,1,2.8
CSc1cccc(NC(=O)Cn2cnc(S(=O)(=O)N3CCCC3)c2)c1,14&5,4&-10,-12,-24&-12,1,1&0,-0.9&0.5,2&1,-0.1&-1.2
Cc1ccc(NC(=S)/N=C(\N)Nc2nc(C)c3cc(C)ccc3n2)c(C)c1,-5,nt,0,-11,nt,-5,-0.4,4,nt
CC1CCc2nc3ccccc3c(C(=O)OCC(=O)N3CCc4ccccc43)c2C1 (configuration not stated),5,-1,-8,-8,-2,3,0.1,5,0.7
Cc1cc(C)nc(NC(=NCc2ccc3c(c2)OCO3)NC(=O)Nc2ccccc2)n1,0,-11,0,-3,-22,-9,0.6,4,-0.2
Cc1cc(C)nc(-n2nc(C)c3c2NC(=O)CC3c2ccccc2OC(C)C)n1 (configuration not stated),1,nt,0,51,nt,0,-0.1,2,-1.2
NC(=O)C1(c2ccccc2)OC1c1ccccc1 (configuration not stated),-6,8,nt,-3,-1,3,-0.4,0,0.3
N#Cc1ccc(COC(=O)Cn2nnc(-c3ccccc3)n2)cc1,-2,-8,2,-26,32*,0,1.1,16,0.5
CC(Oc1ccccc1[N+](=O)[O-])C(=O)N/N=C/c1ccoc1 (configuration not stated),4,-7,10,-12,6,-2,-0.5,2,0.1
CCCCN(CCCNC(=O)c1ccc(Sc2ccc(Cl)cc2)c(NC(C)=O)c1)c1ccccc1,-6,-10,-21,11,nt,-1,-0.5,-3,0.7

# Screening data deposited in PubChem by National Center for Advancing Translational Sciences (NCATS).
